PG9 binder: small molecules binding HIV-1 gp120 antibody PG9; TR-FRET gp120-PG9 antibody binding; inhibition, % at 6.7 µM; 360,000 tested, 0.43% active; AID 624416; in the data active means inhibition above about 8.5%
SMARCA2 act: increases SMARCA2 function in MMTV reporter cells; 370,000 tested, 1% active; activation, % at 9.1 µM; AID 652017; MG213 cells, MMTV-luciferase reporter, dexamethasone, overnight; in the data active means activation above about 7.8%;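 further: 0% = vehicle wells and 100% = reference activator wells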
hgDAF-12 ag: activates the H. glycines DAF-12 receptor ligand-binding domain; 370,000 tested, 1.8% active; activation, % at 6.8 µM; HEK293 GAL4-hgDAF12 UAS-luciferase reporter, agonist luminescence; normalized to butyrate control;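 active means activation above a cutoff set at the mean of all screened compounds plus 3 SD, cut at about 10% in these data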;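 further: 0% = DMSO wells and 100% = sodium butyrate wells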
DAX1 inh-1: inhibitors of human orphan nuclear receptor DAX1 (NR0B1) | HEK293 Gal4-DAX1 luciferase reporter, luminescence | inhibition, % at 6.75 µM | 340,000 tested, 0.99% active | AID 504766;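 active means inhibition above the mean over all tested compounds plus 3 SD, cut at about 4.2% in these data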;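 further: 0% = DAX1-transfected cells with DMSO and 100% = empty-vector control cells with DMSO; inhibition shows as a rise in luminescence from relieved DAX1 repression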
Target sequence (P51843 207-470 limits assumed): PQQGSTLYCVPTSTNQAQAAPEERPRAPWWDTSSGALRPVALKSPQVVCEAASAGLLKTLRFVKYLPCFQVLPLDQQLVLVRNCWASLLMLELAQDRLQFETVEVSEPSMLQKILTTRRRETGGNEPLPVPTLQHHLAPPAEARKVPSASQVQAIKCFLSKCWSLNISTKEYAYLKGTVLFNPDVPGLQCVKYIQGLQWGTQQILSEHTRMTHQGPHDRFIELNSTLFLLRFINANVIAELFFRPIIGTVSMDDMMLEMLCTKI
FXN GAA850 act: frataxin GAA850 promoter activation; HEK293 lucGAA850 FXN promoter luciferase reporter, 24 h; percent of 10 µM SAHA response; activation, % at 6 µM; 360,000 tested, 0.56% active;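 active means activation above the average of all compounds screened plus 3 SD, cutoff fixed separately per campaign, cut at about 7.5% in these data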;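 further: 0% = DMSO wells and 100% = 10 µM SAHA wells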
ADAM10 inh: ADAM10 inhibition, QFRET primary screen; O14672; recombinant ADAM10, EDANS/DABCYL FRET peptide cleavage, 3 h; inhibition, % at 7 µM; 370,000 tested, 0.62% active; AID 720582;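 active means inhibition above a per-campaign cutoff equal to the mean of compounds falling between control-based bounds plus 3 SD, cut at about 20% in these data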;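 further: 0% = DMSO wells while the 100% control is not disclosed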
NPR1 activator: GC-A (human) enzyme activation | AID 1671463 | P16066 | 370,000 tested, 0.14% active | activation, % at 10 µM | HEK293 GC-A cells, cGMP TR-FRET, EC30 ANP; 0% at EC30 ANP, 100% saturating ANP; in the data active means activation above about 40%
DAX1 inh-2: inhibitors of DAX1 repression of SF-1 activated StAR promoter; AID 652010; 370,000 tested, 1.1% active; HEK293T StAR-luciferase reporter, SF-1/DAX-1 repression relief; inhibition, % at 6.8 µM;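 active means inhibition above the mean over all tested compounds plus 3 SD, cut at about 3.6% in these data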;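 further: 0% = DAX-1 cells with DMSO and 100% = cells lacking DAX-1 with DMSO; higher inhibition means more luminescence from relief of DAX-1 repression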
hcDAF-12 act: H. contortus DAF-12 activation, primary screen; HEK293 hcDAF-12 lit1-tk-luc reporter, luminescence; 0% DMSO, 100% Δ7-dafachronic acid; activation, % at 6.8 µM; 370,000 tested, 1.4% active; AID 652067;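 active means activation above the mean of all tested compounds plus 3 SD, cut at about 5.5% in these data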;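 further: 100% = response to 3 µM Δ7-dafachronic acid high control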
ADAM17 inh: inhibitors of human ADAM17 | 370,000 tested, 0.83% active | inhibition, % at 6.95 µM | recombinant ADAM17, EDANS/DABCYL FRET peptide cleavage | P78536;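 active means inhibition above the mean of compounds lying between control limits plus 3 SD, set per campaign, cut at about 8.5% in these data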;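 further: 0% = DMSO-only wells as the low control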
Target sequence (P78536 215-824 limits assumed): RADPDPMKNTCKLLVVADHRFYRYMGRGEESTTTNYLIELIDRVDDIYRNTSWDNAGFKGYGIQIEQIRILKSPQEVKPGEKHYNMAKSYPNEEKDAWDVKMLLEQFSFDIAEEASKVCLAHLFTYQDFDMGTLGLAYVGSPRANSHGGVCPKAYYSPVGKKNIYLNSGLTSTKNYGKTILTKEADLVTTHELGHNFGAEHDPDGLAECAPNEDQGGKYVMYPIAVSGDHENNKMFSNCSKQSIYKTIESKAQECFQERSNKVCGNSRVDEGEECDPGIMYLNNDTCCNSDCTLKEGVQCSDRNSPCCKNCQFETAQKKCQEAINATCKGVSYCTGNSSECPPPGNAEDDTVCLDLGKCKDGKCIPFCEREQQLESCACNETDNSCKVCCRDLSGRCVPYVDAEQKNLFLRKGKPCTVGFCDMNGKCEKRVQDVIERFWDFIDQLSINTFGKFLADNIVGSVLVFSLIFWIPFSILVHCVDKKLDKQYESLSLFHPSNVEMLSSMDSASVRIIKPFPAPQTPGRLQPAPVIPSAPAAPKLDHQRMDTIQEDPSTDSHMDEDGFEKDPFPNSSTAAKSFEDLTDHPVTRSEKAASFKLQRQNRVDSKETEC
ssDAF12 agonist: S. stercoralis DAF-12 activation, primary screen | AID 652126 | 370,000 tested, 1% active | HEK293 ssDAF-12/GRIP1 lit1-tk-luc reporter, luminescence; % of 3 µM dafachronic acid response | activation, % at 6.8 µM;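 active means activation above the mean over all tested compounds plus 3 SD, cut at about 0.9% in these data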;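 further: 0% = DMSO-only wells and 100% = 3 µM delta7-dafachronic acid wells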
An asterisk follows results filed as active; & = joins results of further samples. Compounds as they come, and some 6.8% of all compounds hit somewhere here.

O=c1cc(-c2ccccc2)oc2ccc3ccccc3c12 was read as PG9 binder 15*, SMARCA2 act 2, hgDAF-12 ag 4.8, DAX1 inh-1 -5.2, FXN GAA850 act -7.5, ADAM10 inh -10, NPR1 activator -3, DAX1 inh-2 4.6*, hcDAF-12 act 8.7*, ADAM17 inh -5 and ssDAF12 agonist 0.7.
For Cc1cc2c(s1)c1cnn(-c3ccccc3)c(=O)c1n2C the results were PG9 binder -1.4, SMARCA2 act -2, hgDAF-12 ag 1.7, DAX1 inh-1 -0.3, FXN GAA850 act -0.6, ADAM10 inh -13, NPR1 activator 0, DAX1 inh-2 -0.5, hcDAF-12 act 4.8, ADAM17 inh -4 and ssDAF12 agonist -0.7.
CCNC(=S)Nc1sc2c(c1C#N)CCC(C)C2 (stereo not given) was read as PG9 binder -0.9, SMARCA2 act -2, hgDAF-12 ag -1.4, DAX1 inh-1 1.0, FXN GAA850 act -0.4, ADAM10 inh -1, NPR1 activator 4, DAX1 inh-2 -0.2, hcDAF-12 act -0.1, ADAM17 inh 0 and ssDAF12 agonist -1.2.
`O=C(/C=C/c1ccc(O)cc1)c1c(O)cc(O)cc1O` gave PG9 binder -0.2, SMARCA2 act 1, hgDAF-12 ag 3.6, DAX1 inh-1 1.8, FXN GAA850 act -0.9, ADAM10 inh -11, NPR1 activator -2, DAX1 inh-2 0.1, hcDAF-12 act -1.6, ADAM17 inh 1 and ssDAF12 agonist -1.5.
For O=S(=O)(NC1CCN(Cc2ccccc2)CC1)c1ccc(F)c(F)c1 the results were PG9 binder -1.6, SMARCA2 act -2, hgDAF-12 ag 2.0, DAX1 inh-1 0.2, FXN GAA850 act -0.7, ADAM10 inh -11, NPR1 activator -2, DAX1 inh-2 -0.7, hcDAF-12 act -1.1, ADAM17 inh -4 and ssDAF12 agonist -1.2.
`COc1ccc(NS(=O)(=O)c2ccc(N3CCOCC3)c(NC(=O)c3ccccc3Cl)c2)cc1` gave PG9 binder 0.2, SMARCA2 act 3&0, hgDAF-12 ag 0.8&2.0, DAX1 inh-1 -0.6, FXN GAA850 act 2.0, ADAM10 inh 7&-3, NPR1 activator 0&-4, DAX1 inh-2 0.5&0.0, hcDAF-12 act -3.1&0.2, ADAM17 inh -1&-1 and ssDAF12 agonist -1.4&-0.4.
`C/C(=N\Nc1cccc2cccnc12)c1ccccc1O` gave PG9 binder -0.8, SMARCA2 act 2, hgDAF-12 ag 25*, DAX1 inh-1 9.6*, FXN GAA850 act 2.8, ADAM10 inh 2, NPR1 activator -9, DAX1 inh-2 5.6*, hcDAF-12 act 25*, ADAM17 inh 1 and ssDAF12 agonist 4.2*.
`CCn1c(SCC(=O)Nc2cccc(C)c2)nc2nc3c(cc2c1=O)COC(C)(C)C3` gave PG9 binder -1.6, SMARCA2 act -2, hgDAF-12 ag -1.8, DAX1 inh-1 -3.2, FXN GAA850 act -1.0, ADAM10 inh 3, NPR1 activator 0, DAX1 inh-2 -0.9, hcDAF-12 act -1.6, ADAM17 inh -2 and ssDAF12 agonist -1.4.
Screening CCCSc1nc2cc(C)c(C)cc2n1CC(C)O (stereo not given) returned PG9 binder -0.6, SMARCA2 act 2, hgDAF-12 ag 6.6, DAX1 inh-1 0.4, FXN GAA850 act 1.8, ADAM10 inh 3, NPR1 activator -2, DAX1 inh-2 0.3, hcDAF-12 act -0.5, ADAM17 inh 0 and ssDAF12 agonist -1.0.
Screening CCOC(=O)Cc1cc(=O)[nH]c(/N=C(\N)Nc2ccc(C)c(C)c2)n1 returned PG9 binder -1.3, SMARCA2 act -2, hgDAF-12 ag -1.6, DAX1 inh-1 -2.7, FXN GAA850 act -0.9, ADAM10 inh 2, NPR1 activator 4, DAX1 inh-2 -1.3, hcDAF-12 act -0.4, ADAM17 inh 0 and ssDAF12 agonist -0.9.
`CCOC(=O)c1c(C)oc2c1c(C=NC1CCS(=O)(=O)C1)c(O)c1ccccc12` (stereo not given) gave PG9 binder -2.2, SMARCA2 act -4, hgDAF-12 ag -3.0, DAX1 inh-1 -0.8, FXN GAA850 act -0.9, ADAM10 inh 4, NPR1 activator 19, DAX1 inh-2 0.4, hcDAF-12 act -0.5, ADAM17 inh 0 and ssDAF12 agonist 0.3.
For Cc1ccc(C(=O)Nc2ccc(N3CCOCC3)c3nonc23)cc1[N+](=O)[O-] the results were PG9 binder -3.6, SMARCA2 act -2, hgDAF-12 ag 0.2, DAX1 inh-1 3.3, FXN GAA850 act 3.3, ADAM10 inh 2, NPR1 activator 3, DAX1 inh-2 -0.3, hcDAF-12 act -2.4, ADAM17 inh 1 and ssDAF12 agonist -0.2.
`CCCCn1c(N)c(N(CCOC)C(=O)COC(=O)COc2cccc(C(C)=O)c2)c(=O)[nH]c1=O` gave PG9 binder 1.9, SMARCA2 act -2, hgDAF-12 ag 0.4, DAX1 inh-1 1.0, FXN GAA850 act 1.4, ADAM10 inh -4, NPR1 activator 3, DAX1 inh-2 -0.3, hcDAF-12 act -0.8, ADAM17 inh -4 and ssDAF12 agonist -0.2.
O=C(Nc1cccc(-c2nn[nH]n2)c1)c1ccc(Cl)s1 was read as PG9 binder -2.0, SMARCA2 act 0, hgDAF-12 ag 0.0, DAX1 inh-1 0.7, FXN GAA850 act 0.1, ADAM10 inh -2, NPR1 activator 1, DAX1 inh-2 0.3, hcDAF-12 act -0.8, ADAM17 inh -1 and ssDAF12 agonist -0.9.
Screening COCCNC(=O)CN(C(=O)Cn1nnc2ccccc21)c1ccc(C)c(F)c1 returned PG9 binder -0.1, SMARCA2 act 1, hgDAF-12 ag 1.0, DAX1 inh-1 1.7, FXN GAA850 act -2.5, ADAM10 inh -6, NPR1 activator 3, DAX1 inh-2 0.1, hcDAF-12 act 0.8, ADAM17 inh -2 and ssDAF12 agonist -0.8.
Screening OC(c1ccccc1)(c1nc(-c2cc(F)cc(F)c2)cs1)C(F)(F)F (stereo not given) returned PG9 binder 0.3, SMARCA2 act -1, hgDAF-12 ag 1.1, FXN GAA850 act 0.1, ADAM10 inh 17, NPR1 activator 4, DAX1 inh-2 1.7, hcDAF-12 act -0.8, ADAM17 inh 9.5* and ssDAF12 agonist -0.1.
For CCCn1nnc(NC(=O)c2sc3ccccc3c2Cl)n1 the results were PG9 binder 4.9, SMARCA2 act 5, hgDAF-12 ag 5.3, DAX1 inh-1 0.7, FXN GAA850 act 4.2, ADAM10 inh -1, NPR1 activator 2, DAX1 inh-2 1.8, hcDAF-12 act 1.1, ADAM17 inh -6 and ssDAF12 agonist -1.1.
Screening CCC1(C(=O)OC)NC(c2cccc(F)c2)C2C(=O)N(C)C(=O)C21 (stereo not given) returned PG9 binder 0.4, SMARCA2 act 1, hgDAF-12 ag 0.4, DAX1 inh-1 1.8, FXN GAA850 act -0.3, ADAM10 inh 3, NPR1 activator 1, DAX1 inh-2 1.1, hcDAF-12 act -0.4, ADAM17 inh 0 and ssDAF12 agonist -0.7.
Screening Cc1cc(C(=O)NCc2cc(F)cc3c2OCOC3)nn1C returned PG9 binder -0.1, SMARCA2 act -3, hgDAF-12 ag 3.3, DAX1 inh-1 1.0, FXN GAA850 act 0.8, ADAM10 inh 0, NPR1 activator 7, DAX1 inh-2 0.3, hcDAF-12 act -0.4, ADAM17 inh -1 and ssDAF12 agonist -1.1.
For O=C(NCc1ccco1)c1ccc2c(=O)n(-c3ccccc3)c(=S)[nH]c2c1 the results were PG9 binder 5.2, SMARCA2 act -3, hgDAF-12 ag -1.1, DAX1 inh-1 4.9*, FXN GAA850 act -4.5, ADAM10 inh -2, NPR1 activator 2, DAX1 inh-2 -0.8, hcDAF-12 act -0.4, ADAM17 inh -1 and ssDAF12 agonist -0.9.
CC(C)c1ccccc1OCCCCCNCCO was read as PG9 binder -0.6, SMARCA2 act -3, hgDAF-12 ag -1.1, DAX1 inh-1 0.7, FXN GAA850 act 1.9, ADAM10 inh -1, NPR1 activator -2, DAX1 inh-2 -0.9, hcDAF-12 act 0.7, ADAM17 inh -3 and ssDAF12 agonist -1.6.
O=C(NCCCn1ccnc1)/C(=C/c1cccnc1)NC(=O)c1ccco1 was read as PG9 binder -1.7, SMARCA2 act 2, hgDAF-12 ag 0.0, DAX1 inh-1 2.3, FXN GAA850 act 1.8, ADAM10 inh -7, NPR1 activator -2, DAX1 inh-2 -0.2, hcDAF-12 act -1.5, ADAM17 inh -1 and ssDAF12 agonist -1.7.
For Cc1ccc(CC(=O)NCC(C)C)cc1 the results were PG9 binder -0.9, SMARCA2 act 0, hgDAF-12 ag 1.5, DAX1 inh-1 0.5, FXN GAA850 act -2.5, ADAM10 inh -8, NPR1 activator -2, DAX1 inh-2 0.6, hcDAF-12 act -0.2, ADAM17 inh -1 and ssDAF12 agonist -1.8.
`CCc1ccccc1OCc1nnc(N)s1` gave PG9 binder -0.4, SMARCA2 act 0, hgDAF-12 ag 1.0, DAX1 inh-1 0.3, FXN GAA850 act -0.9, ADAM10 inh -1, NPR1 activator 14, DAX1 inh-2 -0.7, hcDAF-12 act 0.3, ADAM17 inh -2 and ssDAF12 agonist -1.4.
`COc1ccccc1-n1c(SCC(=O)N(C)C2CCS(=O)(=O)C2)nc2ccccc2c1=O` (stereo not given) gave PG9 binder -1.3, SMARCA2 act 5, hgDAF-12 ag -2.6, DAX1 inh-1 -0.1, FXN GAA850 act -0.4, ADAM10 inh 2, NPR1 activator -6, DAX1 inh-2 0.9, hcDAF-12 act -2.9, ADAM17 inh 0 and ssDAF12 agonist -1.5.
For COc1ccc(C2C(C(=O)N3CCN(c4ccccc4C)CC3)CC(=O)N2c2ccc(OC)cc2)cc1 (stereo not given) the results were SMARCA2 act -1, hgDAF-12 ag -5.9, ADAM10 inh 3, NPR1 activator 0, DAX1 inh-2 -2.1, hcDAF-12 act -3.7, ADAM17 inh -2 and ssDAF12 agonist -2.1.
COc1ccc(CNC(=O)c2cn(Cc3ccc(S(=O)(=O)N(C)C)cc3)c(=O)s2)cc1 was read as PG9 binder -1.5, SMARCA2 act -2, hgDAF-12 ag -0.7, FXN GAA850 act -1.8, ADAM10 inh -10, NPR1 activator -1, DAX1 inh-2 -2.3, hcDAF-12 act -4.0, ADAM17 inh -1 and ssDAF12 agonist -1.9.
For CN(C)S(=O)(=O)Nc1cccc(NC(=O)CC23CC4CC(CC(C4)C2)C3)c1 the results were PG9 binder 1.7, SMARCA2 act -2, hgDAF-12 ag -1.5, DAX1 inh-1 -0.2, FXN GAA850 act 1.7, ADAM10 inh 1, NPR1 activator 5, DAX1 inh-2 -0.2, hcDAF-12 act -0.5, ADAM17 inh -1 and ssDAF12 agonist -0.7.

Compound activity from PubChem BioAssay.
